Granule exo inh: blocks lytic granule exocytosis; TALL-104 LAMP-1 surface exposure, flow cytometry; cells stimulated with thapsigargin and PMA; inhibition, % at 10 µM; 0.66% of 360,000 active;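 active = inhibition above about 55%, limit read from the data; inconclusive = no clear call, values can overlap the other calls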
Glyco luc inh: N-linked glycosylation inhibition; D54 ERlucT glycosylation luciferase reporter, 24 h; percent of 100 nM tunicamycin response; reporter increase, % at 12.5 µM; 0.23% of 360,000 active;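 active = mean luciferase reporter signal, scaled so untreated is 0 and the glycosylation-blocking control 100, at or above a set limit in every replicate; inconclusive = mean reaches the limit but not every replicate does; inactive = mean below the limit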;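 note: luciferase carries N-glycosylation sites so blocking glycosylation raises the light; 0% = median of neutral control wells and 100% = median of 100 nM tunicamycin wells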
CaV13 FRET inh: Disruptors of the CACNA1D IQ motif to Ca2+-dependent inactivation inhibitor domain association, primary screening, Förster resonance energy transfer in intact living … | HEK cells, CFP/YFP FRET ICDI-IQ, plate reader, 10 min; percent FRET-ratio fall versus neutral wells | inhibition, % at 12.3 µM | 0.098% of 340,000 active | AID 743397;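 active = mean replicate inhibition of at least 30% and at least 1% of replicates passing that level; inconclusive = only one of the two criteria is met; inactive = neither criterion is met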;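 note: 0% = median of the neutral control wells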
ABCB6 inh 2: inhibitors of human ABC transporter ABCB6; 0.19% of 360,000 active; fluorescence ratio to DMSO, % at 10 µM; K562-ABCB6 porphyrin accumulation, flow cytometry, 1 h; stronger effect = lower value; Q9NP58;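 active = fluorescence ratio to DMSO below 75%, the collection mean minus 3 SD; inconclusive = too few cells collected in the well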;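 note: signal is porphyrin accumulated inside mitochondria; 100% equals median channel fluorescence of DMSO control wells; lower ratio means ABCB6 inhibition with less porphyrin fluorescence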
PDI inh: blocks human protein disulfide isomerase activity. AID 588391. PDI insulin aggregation turbidity, A650, 90 min. 0.052% of 350,000 active. inhibition, % at 10 µM;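 active = mean inhibition across replicates of 30% or more, whatever share of single replicates reach that level; inconclusive = mean inhibition below 30% while every single replicate reaches 30%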;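 note: absorbance from insulin aggregation driven by PDI reduction with DTT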
Target sequence (P07237 whole entry, looked up): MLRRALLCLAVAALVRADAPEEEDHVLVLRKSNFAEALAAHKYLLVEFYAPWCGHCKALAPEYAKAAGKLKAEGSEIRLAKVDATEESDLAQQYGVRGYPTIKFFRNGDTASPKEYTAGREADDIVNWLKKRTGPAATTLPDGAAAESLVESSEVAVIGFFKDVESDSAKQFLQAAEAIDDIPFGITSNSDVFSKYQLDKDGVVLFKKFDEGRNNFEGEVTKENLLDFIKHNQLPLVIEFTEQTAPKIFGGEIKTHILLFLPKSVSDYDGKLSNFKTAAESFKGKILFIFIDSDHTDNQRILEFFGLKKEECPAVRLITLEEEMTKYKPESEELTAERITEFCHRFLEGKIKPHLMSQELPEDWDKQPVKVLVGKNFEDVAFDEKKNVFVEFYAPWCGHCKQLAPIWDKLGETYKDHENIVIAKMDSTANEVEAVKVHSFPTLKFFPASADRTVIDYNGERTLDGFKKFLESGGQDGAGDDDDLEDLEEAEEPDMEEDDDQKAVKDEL
hiPSC survival: enhancers of human iPSC single-cell survival; hiPSC single-cell survival, ATPlite luminescence; 100% = ROCK inhibitor wells, 0% = DMSO; survival enhancement, % at 20 µM; 0.044% of 360,000 active; AID 602274; in the data active = survival enhancement above about 18%;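 note: cells exposed to compounds for 16 hours before the ATP read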
aDG glyco up: alpha-DG glycosylation activation; 0.22% of 360,000 active; Pro5-aDG cells, alpha-DG glycosylation AlphaScreen (IIH6); 0% Pro5, 100% B10-LARGE cell signal; activation, % at 10 µM; AID 624168;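 active = activation of at least 8% versus controls, or a plate z-score of at least 8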;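 note: Pro5 are CHO cells carrying HIG-tagged alpha-DG that lacks glycosylation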
Vif imaging: blocks HIV Vif function; HEK293T cells, Vif self-association by quenched fluorescence, imaging, 24 h; inhibition, % at 7.49 µM; 0.35% of 340,000 active; AID 602346; in the data active = inhibition above about 50%, passing the limit was not always enough; inconclusive = no clear call, values can overlap the other calls; inactive = below about 31%; note: some results filed as inactive read as strong as hits
m5-HT2A agonist: mouse HTR2A agonism via beta-arrestin recruitment; P35363; CHO-K1 mHTR2A beta-arrestin complementation, luminescence; percent of 30 µM serotonin response; activation, % at 7.6 µM; 0.66% of 360,000 active; AID 624169;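 active = activation above a run cutoff, the mean activation of all tested compounds plus 3 SD, cut at about 14% in these data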;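 note: 0% = plate median of compound wells and 100% = 30 µM serotonin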
Target sequence (P35363 whole entry, looked up): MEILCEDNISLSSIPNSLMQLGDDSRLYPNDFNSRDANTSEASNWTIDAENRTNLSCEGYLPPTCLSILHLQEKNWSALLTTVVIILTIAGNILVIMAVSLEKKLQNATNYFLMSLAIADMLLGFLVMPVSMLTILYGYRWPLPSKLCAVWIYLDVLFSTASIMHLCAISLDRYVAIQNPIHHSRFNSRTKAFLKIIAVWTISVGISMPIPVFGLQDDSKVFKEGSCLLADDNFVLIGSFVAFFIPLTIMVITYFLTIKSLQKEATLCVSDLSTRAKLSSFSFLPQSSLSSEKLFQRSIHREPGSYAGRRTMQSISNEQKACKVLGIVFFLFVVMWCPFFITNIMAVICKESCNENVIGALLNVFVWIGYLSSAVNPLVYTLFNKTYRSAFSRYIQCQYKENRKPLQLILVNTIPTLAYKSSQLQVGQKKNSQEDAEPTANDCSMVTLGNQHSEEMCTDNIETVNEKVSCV
H9c2 protect: myocardial damage modulation in H9c2 cells; protection from H2O2 cell death, % at 20 µM; 0.63% of 360,000 active; AID 588492; H9c2 cardiomyocytes, H2O2 injury protection, ATPLite, 2 h;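 active = compounds giving at least 50% protection of heart cells from peroxide-induced death in the single-dose screen, raw or plate-pattern-corrected value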;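 note: 0% = DMSO wells with peroxide and 100% = DMSO wells without peroxide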
* = called active by the depositor; u = inconclusive; x = no result given.

SMILES	Glyco luc inh	hiPSC survival	ABCB6 inh 2	CaV13 FRET inh	H9c2 protect	m5-HT2A agonist	Granule exo inh	aDG glyco up	Vif imaging	PDI inh
Nc1nc(CN2CCN(c3ccccc3F)CC2)nc(Nc2ccccc2)n1	2.0	-1.8	93.0	-4.9	6.2	5.8	-1.3	0.4	-3.5	-10.3
COc1ccccc1Nc1nc2nonc2nc1N1CCCCC1C (stereo unspecified)	-4.6	-1.1	99.0	-3.1	-3.5	5.2	9.0	-0.7	0.9	2.7
O=C(CSc1ccccc1)Nc1ccc(C(=O)Nc2cccc(O)c2)cc1	-2.2	-1.5	93.0	-4.5	12.5	-1.1	4.4	0.1	-8.0	12.6
Cc1ccccc1CSc1nnc(-c2cccnc2)n1N	6.6	-0.1	97.0	-1.2	0.7	-5.7	-3.9	0.5	5.2	2.4
CCCCN(C(=O)Cn1nnc2ccccc21)C(C(=O)NCc1ccco1)c1ccncc1 (stereo unspecified)	1.1	-0.2	93.0	-0.5	7.4	8.6	9.3	0.8	27.3	9.7
Cc1ccc(-c2nnc(-c3ccc4c(c3)OCO4)o2)cc1	-4.7	-3.2	99.0	-4.3	-26.1	6.4	-0.4	0.1	u	0.9
CC(SC1=NCCS1)C(=O)Nc1nnc(-c2ccc(Cl)cc2)s1 (stereo unspecified)	-4.1	0.3	102.0	-3.7	-10.2	6.1	-1.4	-0.1	x	x
O=C(Nc1ccnn1C1CCN(Cc2cccc(O)c2)CC1)C1CCCC1	1.0	0.6	96.0	-5.9	5.5	-1.8	-1.2	-0.3	3.4	-3.5
O=C(CN1C(=O)C2C3CC(C(Br)C3Br)C2C1=O)N1CCOCC1 (stereo unspecified)	1.4	3.5	96.0	-3.3	-2.8	3.6	1.1	-0.1	-1.5	-2.5
CCOc1ccc(NC(=O)N2CCN(C(=O)c3ccco3)CC2)cc1	-0.6	-0.4	102.0	x	10.9	5.5	-1.7	0.2	-40.3	-1.0
COc1ccc(NC(=O)N2CCN(C(=O)C3CCCO3)CC2)cc1 (stereo unspecified)	-1.3	-0.4	106.0	-5.8	-1.3	0.9	-18.1	-0.4	0.4	2.3
CS(=O)(=O)N(CC(=O)N1CCOCC1)c1cc(C(F)(F)F)ccc1Cl	3.1	0.2	99.0	-2.2	6.0	-3.4	7.5	-0.1	-7.1	-6.9
CC1=NN(c2ccccc2)C(=O)/C1=C/N(C)C	-0.2	-0.5	96.0	-4.0	2.4	4.4	-0.2	0.2	-5.0	13.1
Cc1cc(Br)c(Oc2cc(NN3CCCCC3)c([N+](=O)[O-])cc2[N+](=O)[O-])c(Br)c1	3.7	0.5	98.0	-10.3	-11.0	10.1	-3.7	0.1	-3.4	12.4
CN(Cc1ccco1)C(=O)C1CCC(=O)N1Cc1ccc(F)cc1 (stereo unspecified)	0.2	1.9	103.0	x	-2.9	6.2	-2.1	-0.1	5.7	-0.3
CCCc1cc(=O)n2[nH]c(C(F)(F)F)nc2n1	1.3	4.0	98.0	7.3	12.8	7.7	0.2	0.1	-1.6	10.7
O=C(CCS(=O)(=O)c1ccc(Cl)cc1)Nc1ccc(F)cc1	0.7	1.2	106.0	-19.1	-0.4	-9.3	-0.5	0.0	x	2.4
CC(C(=O)Nc1cccnc1)C1Sc2ccccc2NC1=O (stereo unspecified)	-0.7	-1.8	100.0	-4.2	3.3	-2.8	2.3	-0.2	-3.8	1.4
COc1ccc(S(=O)(=O)N2CCCCC2)cc1NC(=O)c1ccc(N2CCCC2=O)cc1	0.3	-0.1	97.0	-4.8	5.8	-9.5	-1.5	-0.2	3.9	-3.6
CCOc1ccc(CNc2nnnn2C)cc1OC	1.8	-0.2	104.0	-20.3	2.3	3.3	-0.1	0.0	-4.6	3.6
Cc1cnc(NC(=O)Cc2ccc(S(=O)(=O)N3CCOCC3)s2)s1	2.4	1.1	106.0	-7.0	-0.7	-0.5	0.3	-0.1	2.7	4.1
O=C1c2ccccc2C(Nc2ccc(F)cc2F)N1CCN1CCOCC1 (stereo unspecified)	1.6	-2.5	99.0	-3.7	8.5	-2.8	-1.6	0.5	1.1	x
CO/N=C1\CCCc2c(C(=O)NN)sc(SC)c21	1.4	0.3	102.0	-3.7	11.5	-4.8	38.5	0.3	0.2	-7.7
Cc1ccc(SC(C)C(=O)Nc2ccccc2C(=O)N2CCOCC2)cc1 (stereo unspecified)	0.7	6.1	97.0	x	-11.2	11.9	4.2	0.0	19.6	1.3
COc1cccc(CN2CCNC(=O)C2CC(=O)N(C)C2CCCCC2)c1 (stereo unspecified)	2.5	-0.2	97.0	-7.0	2.4	5.6	0.9	0.3	7.8	4.9
COCCn1nnnc1C(c1cc2cc(C)cc(C)c2[nH]c1=O)N1CCN(c2ccccc2F)CC1 (stereo unspecified)	0.1	0.0	99.0	-8.5	8.2	-2.3	12.7	-0.3	-7.5	-4.9
Fc1ccc2cnc(CCO[C@H]3CCCCO3)cc2c1	-17.4	-1.5	102.0	-11.9	1.7	3.4	-2.4	0.5	-2.7	6.3
COC(=O)COc1ccc2cc(-c3ccccc3)c(=O)oc2c1	6.1	-0.5	105.0	-7.6	-6.5	2.3	-0.7	-0.7	8.6	-1.6
COc1ccc(NC(=O)CN(C)C(=O)CCc2nc3cc(S(=O)(=O)N4CCOCC4)ccc3n2C)cc1	0.1	-0.3	96.0	-3.2	-2.9	6.7	1.1	-0.2	-0.1	10.9
Cn1nnnc1SCc1nc2scc(-c3ccccc3)c2c(=O)[nH]1	0.6	0.0	103.0	-1.0	-3.6	0.8	-3.4	0.1	-6.2	-0.1

(continued)
SMILES	Glyco luc inh	hiPSC survival	ABCB6 inh 2	CaV13 FRET inh	H9c2 protect	m5-HT2A agonist	Granule exo inh	aDG glyco up	Vif imaging	PDI inh
Cc1ccc(S(=O)(=O)N(C)/C(=N/S(=O)(=O)c2ccccc2)c2ccccc2)cc1	1.1	-1.6	94.0	-7.4	6.0	0.5	-1.3	-0.1	1.1	6.1
COc1ccccc1OCCC(=O)OCC(=O)Nc1ccc2c(c1)OCO2	-0.3	1.7	97.0	-6.4	-13.2	2.2	-1.4	0.5	0.4	7.5
CCOC(=O)C1(CCc2ccccc2)CCN(C(=O)c2ccoc2)CC1	-4.1	1.0	104.0	-4.5	2.6	2.0	0.6	0.2	x	4.2
COc1ccc(-c2ccc3[nH]c4c(c3c2)CCN2C(=O)[C@@H]([C@H](C)O)[C@@H](N(C)C(=O)Nc3ccccc3)C[C@@H]42)cc1	-12.6	-1.5	90.0	-6.3	4.7	-7.7	-10.4	0.8	1.1	11.0
COc1ccc(S(=O)(=O)NCC(c2ccco2)N2CCc3ccccc3C2)cc1 (stereo unspecified)	-3.8	0.8	100.0	-5.3	-8.2	-3.4	-1.1	-0.3	-2.2	-1.8
Cc1nc2ccc(Cl)cc2nc(C)/c1=N\O	1.4	2.3	105.0	x	8.7	0.7	-1.6	-0.6	8.5	-4.3
COc1cccc(CNc2nc3ccc(NC(C)=O)cc3s2)c1	4.1	-0.3	99.0	-2.4	2.0	13.3	-5.8	-0.1	4.2	10.4
N#Cc1nc(-c2cccs2)oc1NCc1ccc2c(c1)OCO2	0.3	12.3	104.0	0.7	-17.7	-6.1	1.2	-0.1	-1.6	13.4
Cc1nnc(SCC(=O)Nc2cc(S(=O)(=O)N3CCCC3)ccc2Cl)n1C1CC1	-0.2	-0.5	98.0	-7.1	2.1	2.2	-1.8	-0.3	-1.5	2.7
COc1ccccc1N1CCN(C(=O)Nc2cccc(C)c2)CC1	0.2	0.9	87.0	x	-8.2	-4.2	-3.2	0.3	-3.7	-6.8
CC(Oc1ccc2c(=O)c(-c3ccc(Cl)cc3)c(C(F)(F)F)oc2c1)C(=O)O (stereo unspecified)	0.5	-0.7	98.0	-2.3	7.5	-2.9	6.4	-0.1	x	2.8
CCCN1CN(CCc2ccccc2)CNC1=S	1.4	-1.4	99.0	-5.8	4.7	1.8	-1.8	-0.1	-3.1	-5.6
Cc1ccc(C)c(NC(=O)c2ccc(OC(=O)c3ccco3)cc2)c1	0.9	-0.1	99.0	-1.5	-3.7	-3.3	-0.9	0.2	x	6.1
C=CCn1c(N)c(C(=O)NCc2ccco2)sc1=S	-0.2	-1.6	103.0	-9.8	-3.2	-3.9	2.3	0.0	1.5	-6.0
Nc1ccc(-c2nc3nc(N)nc(N)c3nc2-c2ccc(N)cc2)cc1	5.9	-0.4	93.0	-20.2	-2.5	-3.5	4.3	-0.1	-5.5	-7.7
CC(C)Oc1ccc(C(=O)/C(=C\c2cccs2)c2nc3ccccc3o2)cc1	-0.3	-1.4	96.0	-14.5	-11.0	-8.4	0.4	-0.5	2.6	5.3
CCC(=O)Nc1ccc(NC(=O)CSc2nnc(-c3ccco3)n2C)cc1	2.4	-0.4	97.0	-2.8	6.2	-4.1	-0.3	0.1	15.1	-75.3
Cc1ccc(OCC(=O)Nc2ccc3c(c2)nc(CCN2CCN(C)CC2)n3C)cc1	-2.2	1.1	103.0	-0.1	5.3	-5.9	-0.2	0.0	-8.7	7.2
CCc1ccc(NC(=O)CSCc2nc(N)nc(Nc3ccccc3CC)n2)cc1	9.1	2.5	98.0	-1.7	-1.3	-1.3	-0.6	0.2	-5.4	2.3
Cc1cccc(-c2nnc(SCCOc3ccc4c(C)cc(=O)oc4c3)o2)c1	0.6	2.2	85.0	-5.3	-8.6	-4.6	1.6	0.3	x	15.4
NS(=O)(=O)c1ccc(CCNC(=S)Nc2ccccc2)cc1	0.1	0.5	96.0	-15.5	-3.6	0.3	-1.5	0.0	-6.3	3.0
COc1ccccc1NC(=O)C(C)OC(=O)COc1cccc2c1OC(C)(C)C2 (stereo unspecified)	2.3	-0.6	95.0	-5.9	-0.6	1.6	0.6	-0.1	13.4	-9.0
CN(C)c1ccc(S(=O)(=O)NCC(=O)OCC(=O)Nc2cc(Cl)cc(Cl)c2)cc1[N+](=O)[O-]	2.3	2.9	97.0	-2.1	32.9	-4.9	-3.3	-0.2	-0.5	9.9
NS(=O)(=O)c1cc(Cl)c(NC(=O)COC(=O)c2ccccn2)c(Cl)c1	1.7	-0.1	103.0	-14.4	-1.6	6.7	5.1	0.1	5.9	-15.4
NC(=O)N/N=C/c1c(F)c(F)c(F)c(F)c1F	1.0	-1.2	100.0	-4.6	1.5	1.3	1.1	0.7	-6.0	1.4
O=C(Nc1ccc2c(c1)CN(Cc1ccco1)CC2)C1CCCO1 (stereo unspecified)	-2.6	0.5	98.0	-5.9	17.9	3.3	-0.9	0.0	-0.3	-5.7
COc1ccccc1-c1cc(C(=O)N2CCCCC2)no1	-7.1	0.4	96.0	-2.7	-2.2	-1.6	-2.3	0.0	-1.3	x
Cc1ccnc2nc(C(=O)OCC(=O)Nc3ccc([N+](=O)[O-])cc3Br)nn12	-1.1	-0.2	94.0	-1.4	6.1	3.8	-1.3	0.2	3.6	-2.0
